High-throughput results (PubChem BioAssay)
esBAF inh: inhibitors of esBAF chromatin remodeling in mouse ES cells; reporter increase, % at 12.5 µM; actives 2% (n = 350,000); AID 602393; Bmi1-luciferase knock-in reporter, 24 h; 100% = twice the neutral-well signal; in the data active means activation above about 40%;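 further: 0% = median of the plate's neutral control wells and 100% = double that signal; a rise in the Bmi1 reporter signal indicates esBAF inhibition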
S100A4 inh HTS: blocks human S100A4 binding to myosin IIA peptide | P26447 | S100A4/TAMRA-MyoIIA peptide fluorescence polarization | inhibition, % at 10.7 µM | actives 0.14% (n = 360,000);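 active means mean inhibition of at least 70% across replicates, with every replicate also reaching that level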
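Assay system: human S100A4 monomer with TAMRA-labelled myosin IIA peptide / Buffer or medium: Calcium-containing HEPES buffer, pH 7.2 / Reagent: TAMRA-labelled myosin IIA heavy-chain peptide probe, 5 nM / Compound: one dose per compound / Timing: polarization read 5 min after assay mix addition, stable 5–60 min / Benchmarks: neutral control DMSO, positive control TFP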
Xi reactivation: X-chromosome reactivation activator. activation, % at 7.58 µM. AID 743238. actives 0.055% (n = 360,000). XiGFP mouse fibroblasts, % GFP-positive cells imaging, 3 d; cells co-treated with 5-aza-dC sensitizer; scaled so ellipticine positive control = 100%;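 active means mean normalized replicate activation at least 10% and every replicate at or above 10%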;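 further: 0% = median of on-plate neutral control wells and 100% = ellipticine 6 µM median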
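Material: SV40-immortalized XiGFP fibroblast cells, line 68-5-11 | Buffer or medium: DMEM containing 5-aza-dC | Dosing: One concentration, pinned | Times: 3 d treatment, 15 min room-temperature fixation | Controls: Ellipticine 6 µM positive control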
EWS-Fli inh: inhibitors of EWS/Fli oncoprotein transcriptional activity; A673 NR0B1-luciferase reporter, viability-normalised; inhibition, % at 12.6 µM; actives 0.67% (n = 350,000); AID 651661;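 active means mean inhibition of at least 50% after viability correction, with every replicate also passing that limit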;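 further: firefly luciferase signal divided by Alamar Blue viability fluorescence both relative to DMSO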
E-sel inducer: induces E-selectin expression in human endothelial cells | P16581 | HUVEC E-selectin immunofluorescence imaging; normalized: neutral wells 0, TNF-alpha wells 100 | activation, % at 7.58 µM | actives 0.37% (n = 260,000);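 active means mean E-selectin-positive cell signal at least 10% of the positive control, reached in at least 60% of replicates, without over 20% cell loss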;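 further: in these data hits start at about 27%; measured in HUVEC primary endothelial cells; signal is the percent of cells scored E-selectin positive by PE staining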
Target sequence (P16581 whole entry, looked up): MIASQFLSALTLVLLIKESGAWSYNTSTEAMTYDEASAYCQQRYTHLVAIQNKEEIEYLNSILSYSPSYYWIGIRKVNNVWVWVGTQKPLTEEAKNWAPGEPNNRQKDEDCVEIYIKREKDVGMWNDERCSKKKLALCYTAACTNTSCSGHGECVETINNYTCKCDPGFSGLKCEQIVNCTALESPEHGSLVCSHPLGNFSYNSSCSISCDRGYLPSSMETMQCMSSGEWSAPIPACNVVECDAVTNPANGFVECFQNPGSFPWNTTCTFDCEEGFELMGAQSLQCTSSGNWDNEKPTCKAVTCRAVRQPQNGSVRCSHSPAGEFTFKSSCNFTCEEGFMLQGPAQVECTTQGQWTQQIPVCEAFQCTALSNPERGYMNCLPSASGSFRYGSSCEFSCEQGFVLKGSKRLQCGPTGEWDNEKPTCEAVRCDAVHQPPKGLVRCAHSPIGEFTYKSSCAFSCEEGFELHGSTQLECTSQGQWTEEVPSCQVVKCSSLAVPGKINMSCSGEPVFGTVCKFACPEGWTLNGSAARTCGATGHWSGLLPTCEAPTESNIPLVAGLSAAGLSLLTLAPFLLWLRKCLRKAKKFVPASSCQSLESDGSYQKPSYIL
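Test system – human umbilical vein endothelial cells (HUVEC), E-selectin induction · Input – 3,000 HUVEC seeded per well · Buffer or medium – EGM-2, gelatin · Compound dosing – single-point compound dose · Detection – immunofluorescence imaging · Measure – percent E-selectin-positive cells · Controls – TNF-alpha high, DMSO low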
FN deposit inh: fibronectin deposition inhibition. AH1F fibroblasts, Alexa488-fibronectin deposition fluorescence, overnight. inhibition, % at 12.6 µM. actives 0.086% (n = 350,000). AID 743247;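 active means mean inhibition across replicates of 30% or more, regardless of how many single replicates reach that level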;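 further: positive control wells lacked labelled fibronectin entirely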
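Material: AH1F fibroblast monolayer depositing Alexa488-labelled fibronectin into matrix | Input: 10000 AH1F cells/well | Medium: DMEM plus 2% serum, read in PBS | Reagent: Alexa488-fibronectin, 24 nM final in well | Compound dosing: One dose per compound, pinned | Schedule: 1 h adhesion, overnight exposure | Measured by: Fluorescence at 485 nm excitation, 525 nm emission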
RAD54 branch: RAD54 (human) branch migration inhibition; Q92698; RAD54 Holliday junction branch migration, FAM/BHQ fluorescence; inhibition, % at 10.4 µM; actives 0.14% (n = 360,000); AID 602329;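 active means mean normalized replicate activity at least 40 and at least half of replicates scoring 40 or more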;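 further: 0% = median of neutral control wells and 100% = median of positive control wells; inhibitors cause a drop in the FAM fluorescence signal; in these data hits start at about 50%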
RAD52 inh: blocks human RAD52 DNA annealing | recombinant RAD52 DNA annealing, FRET fluorescence | inhibition, % at 18.7 µM | actives 0.46% (n = 360,000) | AID 651710;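 active means every replicate showing at least 50% inhibition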
Target sequence (P43351 whole entry, looked up): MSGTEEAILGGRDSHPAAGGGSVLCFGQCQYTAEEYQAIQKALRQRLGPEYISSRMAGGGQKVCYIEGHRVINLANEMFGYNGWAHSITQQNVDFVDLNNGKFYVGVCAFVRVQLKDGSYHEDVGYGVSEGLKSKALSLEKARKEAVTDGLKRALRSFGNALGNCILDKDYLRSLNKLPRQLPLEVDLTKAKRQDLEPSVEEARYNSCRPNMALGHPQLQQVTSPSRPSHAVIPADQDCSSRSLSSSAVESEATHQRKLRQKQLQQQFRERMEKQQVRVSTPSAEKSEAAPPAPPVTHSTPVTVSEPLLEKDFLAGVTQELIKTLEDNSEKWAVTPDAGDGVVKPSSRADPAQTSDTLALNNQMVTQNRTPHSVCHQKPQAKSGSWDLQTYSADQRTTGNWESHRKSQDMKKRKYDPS
* marks the source's active call; other numbers are inactive results; · = no result given; & = joins results of further samples.

SMILES	esBAF inh	S100A4 inh HTS	Xi reactivation	EWS-Fli inh	E-sel inducer	FN deposit inh	RAD54 branch	RAD52 inh
OC(c1ccccc1)(c1ccccc1)C1CCN(CCCOc2ccc(-c3ccsc3)cc2)CC1	·	0	-0.1	18	0.0	-4	·	-42
O=C(NCCCn1ccnc1)c1cccc(Br)c1	0	4	0.1	-7	0.8	2	-5	-7
O=C(C[C@@H]1C[C@@H]2c3cc(NC(=O)Cc4ccncc4)ccc3O[C@@H]2[C@H](CO)O1)NCc1cccc(F)c1	-1	-3	0.1	11	0.4	-14	-1	-20
CCOc1cc(CNc2ccc(CNc3ncn[nH]3)cc2)ccc1OCc1ccccc1	·	·	0.0	·	-0.2	-8	-12	·
COc1cccc(C2CC(=O)NC(SC)=C2C#N)c1 (stereo unspecified)	-7	-5	0.0	0	3.9	6	-2	-2
C[C@H]1CN([C@@H](C)CO)C(=O)c2cc(NC(=O)Nc3ccc4c(c3)OCO4)ccc2O[C@H]1CN(C)C(=O)Nc1ccccc1	1	·	-0.9	-6	-0.5	·	1	·
COc1ccc(NC(=O)C2Cc3cccc(OC)c3O/C2=N\O)cc1 (stereo unspecified)	5	-3	0.0	-18	·	-4	-10	-21
O=C(Nc1ccc(O)cc1)c1ccc2c(c1)C(=O)N(Cc1ccccc1)C2=O	2	-5	0.4	37	0.3	0	-6	3
CC(C)CC#Cc1ccc2c(c1)O[C@H](CN(C)C(=O)Cc1ccccc1)[C@H](C)CN([C@H](C)CO)S2(=O)=O	0	2	-1.3	9	0.1	-2	1	14
C[C@H]1CN([C@@H](C)CO)C(=O)Cc2cc(NC(=O)Nc3ccc(C(F)(F)F)cc3)ccc2O[C@@H]1CN(C)S(=O)(=O)c1ccc(F)cc1	-3	·	-0.6	-4	1.2	·	·	·
Cn1c(-c2cccs2)nc2ccccc21	·	-3	0.0	-83	-1.6	4	-7	-9
Cc1ccc(Cn2cc(CN3CC(N4CCN(CCN(C)C)CC4)CS3(=O)=O)nn2)cc1 (stereo unspecified)	·	6	0.1	-3	-0.2	0	·	-11
Cc1cc(=O)[nH]c(N/N=C/c2c(C)nn(-c3ccccc3Cl)c2Cl)n1	·	3	0.0	-17	·	·	·	-13
C/C=C/c1cnc2c(c1)C(=O)N([C@H](C)CO)C[C@@H](C)[C@H](CN(C)S(=O)(=O)c1ccc(OC)cc1)O2	5	-5	0.6	-2	·	·	-9	-13
CN(C)C(CNC(=O)C1CCN(C(=O)/C=C/c2ccccc2)CC1)c1ccccc1 (stereo unspecified)	32	1	0.1	-48	0.0	-1	-2	-6
Cc1nc(-c2cc(-c3nc(-c4ccc(C(C)(C)C)cc4)no3)no2)cs1	-2	-6	0.0	4	·	13	·	1
COc1cc(OC)c(/C=N/NC(=O)c2ccc(Cn3nc([N+](=O)[O-])cc3C)cc2)c(OC)c1	·	7	0.0	-55	0.1	-6	·	0
CC(=O)N1CCC(C(=O)Nc2ccc(S(=O)(=O)NCCc3ccccc3)cc2)CC1	-3	-17	-0.1	1	0.6	7	-11	-11
COc1ccccc1CNC(=O)C[C@H]1CC[C@@H]2[C@H](COc3ccc(NC(C)=O)cc3C(=O)N2C)O1	6	·	0.0	13	0.1	9	10	·
COc1ccccc1/C=N/Nc1nc(C)c(C(C)=O)s1	43*	-4	0.0	-92	1.6	0	-3	-15
C=CC[C@@H](CC(=O)NCCO)C(=O)N[C@H](C)COC(=O)[C@@H](CC=C)CC(=O)OC(C)(C)C	-3	-2	0.0	-2	-0.1	-19	-2	12
CCOc1cccc(C(=O)Nc2cccc(C(C)=O)c2)c1	-9	·	0.4	·	0.2	-1	0	·
COc1ccc(C(CNC(=O)c2cc(S(=O)(=O)NCc3ccccc3)ccc2C)N2CCOCC2)cc1 (stereo unspecified)	1	-4	0.3	-6	6.4	-4	-1	0
CC1(C(=O)Nc2ccc3c(c2)OCO3)CCN1Cc1cccc2c1OCO2 (stereo unspecified)	1	-4	0.0	5	-0.1	16	2	-14
CCN(CC)C1Oc2cc3c(cc2C(c2cc(OC)c(OC)c(OC)c2)C1C)OCO3 (stereo unspecified)	-16	-1	1.3	64*	1.0	·	·	11
COc1ccc(NC(=O)Nc2ccc3c(c2)C(=O)N([C@@H](C)CO)C[C@H](C)[C@H](CN(C)C(=O)Cc2ccccc2)OCCCC[C@@H](C)O3)cc1	2	36	0.0	-4	-0.2	·	4	3
CC(C)(O)C#Cc1ccc(CNC[C@H]2O[C@@H](n3cnc4c(=O)[nH]c(N)nc43)[C@H](O)[C@@H]2O)s1	-11	-2	0.0	-3	0.2	0	-4	-14
O=c1c(-c2ccccc2)c(O)c2ccccc2n1-c1ccccc1	-2	-3	0.2	2	·	22	2	-17
Cc1ccccc1S(=O)(=O)N[C@@H]1CC[C@H](CCn2cc(-c3ccccc3)nn2)O[C@@H]1CO	2	-5	-0.5	5	0.4	·	-1	12
Cc1ccc(C)c(S(=O)(=O)N2CCN(C(C)C(=O)Nc3ccccc3-c3ccccc3)CC2)c1 (stereo unspecified)	·	-4	-0.1	16	·	0	·	-12
C=CC[C@H](CC(=O)N(CCO)Cc1ccccc1)C(=O)NCCOC(=O)[C@@H](CC=C)CC(=O)OC(C)(C)C	3	2	0.1	-11	-0.1	1	-12	-3
COc1ccc(N2C(c3cc(OC)cc(OC)c3)=Cc3ccccc3C2CC(C)=O)cc1 (stereo unspecified)	·	19	-0.1	11	0.3	28	·	-6
C[C@H](CO)N1C[C@H](C)[C@H](CN(C)S(=O)(=O)c2ccc(F)cc2)Oc2ccc(NC(=O)NC3CCCCC3)cc2CC1=O	6	-18	-1.1	-8	0.3	·	15	3
COc1ccc(C(=O)NCCN2CCOCC2)c(OC)c1	-3	-1	0.0	-3	-0.7	-2	·	-12
COc1ccc(NC(=O)N2CC(=O)N3[C@H](C2)[C@@H](c2ccc(Br)cc2)[C@@H]3CO)cc1	·	6	0.0	10	-0.3	7	·	-7
Cc1cccn2c(=O)c3cc(C(N)=S)c(=N)n(CCCN4CCOCC4)c3nc12	·	10	0.0	15	3.3	-3	·	86*
CCCCN(C(=O)C(C)Oc1cccc(Cl)c1)c1c(N)n(CCC)c(=O)[nH]c1=O (stereo unspecified)	-7	5	0.4	4	·	-1	5	-7
O=C(Nc1nnc(S(=O)(=O)N2CCCCCC2)s1)c1cccc(Br)c1	4	1	1.8	-15	0.7	-4	-13	-105
Cc1cccc(C)c1NC(=O)CSc1nnc(C)c(=O)[nH]1	·	-2	0.0	-3	·	-17	·	-13
COc1cc(OC)cc(-c2sc3ccc(OC)cc3c2C#CCO)c1	20	-6	-0.1	-13	0.2	9	-4	-12
CC(C)C(N)c1csc(Nc2ccc(C(=O)NCCCO)cn2)n1 (stereo unspecified)	-6	-6	0.0	-2	-0.1	17	3	-6
Cc1cc(C)nc(SC2CCCCC2NS(=O)(=O)c2ccccc2)n1 (stereo unspecified)	·	-3	0.3	9	-0.2	-5	·	-13
Cc1onc(-c2ccccc2)c1C(=O)Nc1ccc(Br)cc1Cl	·	-2	0.0	8	0.2	·	-6	0
Cc1cccc(NC(=S)NC2CCCC2)c1C	8	4	0.0	13	·	-1	7	-8
O=C(c1ccc(Cl)cc1)[C@@H]1[C@@H]2C(=O)N(c3ccccc3)C(=O)[C@@H]2C2c3ccccc3C=NN21 (stereo partly specified)	3	·	0.0	·	·	-11	-7	·
Cc1cccc(NS(=O)(=O)c2ccc3[nH]c(=O)cc(C(=O)O)c3c2)c1	·	5	0.0	-9	-0.2	7	·	-3
Cc1csc(CN(C)C(=O)CC2C(=O)NCCN2Cc2ccc(F)cc2Cl)n1 (stereo unspecified)	1	8	0.0	·	0.1	-2	·	-25
O=C(c1ccc(OC2CCN(C/C=C/c3ccccc3)CC2)cc1)N1CCCC1	·	9	-0.1	·	0.6	2	-1	-20
O=C(Cc1ccccn1)N[C@@H]1CC[C@@H](CCn2cc(-c3ccc(F)cc3)nn2)O[C@H]1CO	·	6	0.0	·	0.2	-12	·	-26
CC(C)N(Cc1nccn1C)C(=O)CC1C(=O)NCCN1Cc1ccccc1C(F)(F)F (stereo unspecified)	-9&-8	-2&-3	0.0	-16	1.3	-5	-15&-4	-31
CCc1ccc(N2CN(CCc3ccccc3)CNC2=S)cc1	·	20	0.0	2	·	9	5	-16
COc1cc(-c2n[nH]c(=S)n2/N=C/c2cccn2C)cc(OC)c1OC	·	-4	0.1	-2	9.8	2	·	-10
COc1ccc(S(=O)(=O)Nc2ccc3c(c2)CC(=O)N([C@@H](C)CO)C[C@H](C)[C@H](CN(C)C(=O)Nc2ccc(F)cc2)O3)cc1	-4	·	0.0	-8	-6.0	·	1	·
COc1ccc(S(=O)(=O)N(C)C[C@@H]2Oc3ccc(NC(=O)Cc4ccccc4)cc3C(=O)N([C@@H](C)CO)C[C@@H]2C)cc1	4	0	-0.6	6	-0.2	-9	-4	-6
CC(=O)N(C)C[C@H]1OCc2ccccc2-c2ccccc2C(=O)N([C@@H](C)CO)C[C@H]1C	-2	16	-0.3	-8	-2.6	4	2	1
Cc1[nH]n(-c2ccccc2)c(=O)c1C=NC1CCCCC1	8	-7	0.3	-14	·	2	-5	-13
O=C(NNC(=O)c1cccnc1Cl)c1ccc(F)cc1	5	-2	0.5	-10	0.0	·	7	-1
CCC(=O)Nc1nnc(SCc2cccc(F)c2)s1	·	0	0.0	-2	·	4	·	-4
O=C(CCNS(=O)(=O)c1ccc(Br)cc1)NCC1CCCO1 (stereo unspecified)	-6	-2	0.4	5	·	18	0	-1
C[C@@H]1CN([C@H](C)CO)C(=O)c2cc(NC(=O)Cc3ccccc3)ccc2O[C@@H](C)CCCCO[C@H]1CN(C)Cc1ccc(C(F)(F)F)cc1	9	·	0.0	32	0.1	·	8	·
COc1cccc(CNCC(=O)Nc2ccc(N3CCOCC3)cc2)c1	·	4	0.0	-12	-1.2	4	·	-10
CCOC(=O)C1(C#N)Cc2ccccc2C1	-8	16	0.3	7	0.0	-9	4	-16

Part of the list above in order of formula weight, high to low:
SMILES	esBAF inh	S100A4 inh HTS	Xi reactivation	EWS-Fli inh	E-sel inducer	FN deposit inh	RAD54 branch	RAD52 inh
C[C@@H]1CN([C@H](C)CO)C(=O)c2cc(NC(=O)Cc3ccccc3)ccc2O[C@@H](C)CCCCO[C@H]1CN(C)Cc1ccc(C(F)(F)F)cc1	9	·	0.0	32	0.1	·	8	·
O=C(Cc1ccccn1)N[C@@H]1CC[C@@H](CCn2cc(-c3ccc(F)cc3)nn2)O[C@H]1CO	·	6	0.0	·	0.2	-12	·	-26
Cc1cccc(NS(=O)(=O)c2ccc3[nH]c(=O)cc(C(=O)O)c3c2)c1	·	5	0.0	-9	-0.2	7	·	-3
CCC(=O)Nc1nnc(SCc2cccc(F)c2)s1	·	0	0.0	-2	·	4	·	-4
O=C(NNC(=O)c1cccnc1Cl)c1ccc(F)cc1	5	-2	0.5	-10	0.0	·	7	-1

Not a hit list (roughly 3% active in at least one column).
